Assay outcomes from PubChem.
NCI-60 one-dose screen, 48 h, at 10 µM unless noted. Numbers give growth in % (100 = growth as untreated, 0 = no growth, -100 = all killed).
T-47D – T-47D breast cancer | 5% of 79,000 active | AID 1794792
K-562 – K-562 leukemia; 7.4% of 78,000 active; AID 1794777
SR – SR leukemia cells; 8.7% of 73,000 active; AID 1794780
MDA-MB-231 – MDA-MB-231 breast cancer | 5% of 81,000 active
MDA-MB-468 – MDA-MB-468 breast cancer. 8.5% of 78,000 active. AID 2202374
HS 578T – HS 578T breast cancer; 4.1% of 78,000 active; AID 1794788
MCF7 – MCF7 breast cancer; 6.3% of 82,000 active; AID 1794796
BT-549 – BT-549 breast cancer; AID 1794793; 4.4% of 78,000 active
The depositor's hits bear a star; nt = not tested or not shown; & = joins results of further samples. How the source made its calls: active means growth percent below 10; inactive means the rest.

SMILES	T-47D	K-562	SR	MDA-MB-231	MDA-MB-468	HS 578T	MCF7	BT-549
COc1cc2c3c(n(CCCn4ccnc4)c(=O)c2cc1OC)-c1nc2c(cc1C3=O)OCO2	22	28	14	84	-30*	119	7.4*	30
N#CCc1ccccc1C(=O)O	103	91	79	113	100	125	93	124
COc1ccc(/C=C2/CCOC2=O)cc1	95	99	145	100	104	nt	88	67
CCOc1ccccc1C(=O)N(Cc1ccccc1)Cc1ccccc1	82	87	68	74	84	88	84	102
O=C(O)c1ccccc1C(=O)Nc1cccc(Cl)c1	90	102	97	114	109	109	97	107
CCOC(=O)C(C#N)C1(C(C#N)C(=O)OCC)C(=O)Nc2ccccc21 (configuration not stated)	nt	104	96	89	117	86	93	nt
CCCCC/C(C)=C(\C)C1CC1CCNS(=O)(=O)c1ccc(C)cc1 (configuration not stated)	85	100	106	97	91	105	91	107
CCOC(=O)CC1CSC(c2ccc(Cl)cc2)=N1 (configuration not stated)	99	87	86	105	103	117	95	109
COc1ccccc1-c1ccc(N2CCCC2)nn1	nt	104	86	nt	103	102	71	72
C=CCC(C(=O)OCC)(C(=O)OCC)C(C)CCC (configuration not stated)	102	110	107	113	101	93	99	100

Pulled by compound from the entries so far, six records:
SMILES	T-47D	K-562	SR	MDA-MB-231	MDA-MB-468	HS 578T	MCF7	BT-549
COc1ccccc1-c1ccc(N2CCCC2)nn1	nt	104	86	nt	103	102	71	72
CCOC(=O)C(C#N)C1(C(C#N)C(=O)OCC)C(=O)Nc2ccccc21 (configuration not stated)	nt	104	96	89	117	86	93	nt
C=CCC(C(=O)OCC)(C(=O)OCC)C(C)CCC (configuration not stated)	102	110	107	113	101	93	99	100
CCOC(=O)CC1CSC(c2ccc(Cl)cc2)=N1 (configuration not stated)	99	87	86	105	103	117	95	109
CCCCC/C(C)=C(\C)C1CC1CCNS(=O)(=O)c1ccc(C)cc1 (configuration not stated)	85	100	106	97	91	105	91	107
COc1cc2c3c(n(CCCn4ccnc4)c(=O)c2cc1OC)-c1nc2c(cc1C3=O)OCO2	22	28	14	84	-30*	119	7.4*	30

(further entries)
SMILES	T-47D	K-562	SR	MDA-MB-231	MDA-MB-468	HS 578T	MCF7	BT-549
COc1ccccc1/C=C/C=N/NC1=NC2C(S1)N(C)C(=O)N2c1ccccc1 (configuration not stated)	78	14	17	19	38	26	13	10
N#C/C(=C\NC(=S)NCc1ccccc1)c1nc2ccccc2s1	56	94	77	69	56	89	56	106
NCC(=O)Nc1ccc(O)cc1	93	96	100	93	99	108	103	106
CCc1nn(Cc2ccccc2)c2nc(C)c(CCc3ccccc3)c(Cl)c12	59	61	nt	100	88	92	83	99
CCOC(=O)C/C(=N\Nc1cc(=O)[nH]c2ccccc12)C(=O)OCC	111	111	103	103	109	93	97	106
O=C1c2cccc3cccc(c23)C(=O)N1CCCCN1CCN(CCCCOc2ccc(-c3nc4ccc(N5CCOCC5)cc4[nH]3)cc2)CC1	77	57	-65*	92	nt	87	74	92
O=C(Nc1cnn2ccc(N3CCC[C@@H]3c3cc(F)ccc3F)nc12)N1CC[C@H](O)C1	78	75	72	88	89	nt	100	90
O=[N+]([O-])c1ccc(N/N=C/c2cccc(O)c2)nc1	88	84	107	82	78	113	74	94
Cc1nn(-c2ccccc2)c2c1C(c1cc3c(cc1Br)OCO3)C(C#N)=C(N)O2 (configuration not stated)	91	92	90	97	125	92	89	92
CCC(C)(C)c1ccc(N(CCCc2ccccc2)CCCc2ccccc2)cc1	107	98	92	124	104	110	92	nt

2 entries from above, field by field.
canonical_smiles: O=[N+]([O-])c1ccc(N/N=C/c2cccc(O)c2)nc1
  T-47D: 88 | K-562: 84 | SR: 107 | MDA-MB-231: 82 | MDA-MB-468: 78 | HS 578T: 113 | MCF7: 74 | BT-549: 94

canonical_smiles: Cc1nn(-c2ccccc2)c2c1C(c1cc3c(cc1Br)OCO3)C(C#N)=C(N)O2 (configuration not stated)
  T-47D: 91 | K-562: 92 | SR: 90 | MDA-MB-231: 97 | MDA-MB-468: 125 | HS 578T: 92 | MCF7: 89 | BT-549: 92

More entries.
SMILES	T-47D	K-562	SR	MDA-MB-231	MDA-MB-468	HS 578T	MCF7	BT-549
CCOC(=O)c1c(NCC(=O)Nc2ccc(Br)cc2)sc2c1CCCC2	31	11	44	37	7.1*	58	12	24
C=CC(C)C(C)(C)O (configuration not stated)	89	94	98	103	106	96	101	97
Cc1ccc(-c2nc(C#N)c(S(=O)(=O)NCCO)o2)cc1	43	30	-7.8*	76	37	107	38	65
O=C(NC(=O)c1ccc(F)c(Cl)c1)NC1CC1	92	96&78	91	117	87&103	97&102	90&100	109&107
O=C(NNC1CCN(Cc2ccccc2)CC1)c1ccccc1	93	114	99	nt	107	118	96	99
CC(=O)N[C@@H](CO)CC(=O)c1ccc2c(c1O)C=CC(C)(C)O2	98	93	103	98	95	97	93	115
COc1ccc2c(c1)c(-c1csc(-c3ccc4ccccc4c3)n1)cn2C	71	103	95	98	37	101	25	106
N#Cc1c(-c2cccs2)c(C#N)c(=O)n(Cc2nc3ccccc3[nH]2)c1N	75	101	92	82	88	102	66	102
COC(=O)[C@]12CC[C@@H](C)[C@H](C)[C@@H]1C1=CC[C@@H]3[C@@](C)(CC#N)C4=C(C[C@@]3(C)[C@]1(C)CC2)OC[C@]4(C)C=O	-9.1*	6.0*	2.5*	-9.0*	-83*	-0.5*	-10*	-15*
O=C(O)C1=CCCC1	103	93	107	114	nt	116	99	107
COc1cc(N)c2ncccc2c1Cl	101	102	91	96	103	130	104	88
CC(C)(C)SCC(=O)O	92	98	89	105	102	104	104	91
CC(=O)c1cccc(OCCCCOc2cccc(C(C)=O)c2)c1	94	98	105	100	110	102	95	95
COc1cc2c(cc1OC)-c1cc(=O)[nH]c(=O)n1CC2	98	105	nt	95	112	97	96	103
CS(=O)(=O)Nc1ccc(C(=O)N/N=C/c2c[nH]c3ccccc23)cc1	97	98	99	83	100	94	89	97
COC(=O)C12C3C(=O)N(c4ccccc4)C(=O)C3C(c3cn(-c4ccccc4)nc3C)N1[C@H](c1cn(-c3ccccc3)nc1C)[C@@H]1C(=O)N(c3ccccc3)C(=O)[C@@H]12 (some centres not stated)	102	98	93	99	95	99	96	100
CCOC(=O)N1CCc2c(sc3nc(-c4ccccc4)nc(OCc4cn(Cc5nc6sc7c(c6c(=O)[nH]5)CCN(C(=O)OCC)C7)nn4)c23)C1	94	nt	72	96	102	99	89	104
Cc1ccc(C(=O)Nc2cc(-n3ccnc3C)cc(C(F)(F)F)c2)cc1C#Cc1cnc2cccnn12	0.3*	-3.7*	-18*	-38*	-21*	-26*	0.6*	-23*
COc1ccc(C2CC(c3ccc(OC)c(OC)c3)=NN2C(=O)c2cc(OC)c(OC)c(OC)c2)cc1 (configuration not stated)	36	28	21	13	-33*	-14*	28	28
CN(N)C(=O)c1ccccc1	97	94	93	99	96	109	98	103
COc1ccc(C2N=C(SCC(=O)Nc3ccc(S(=O)(=O)NC(C)=O)cc3)NC(C)=C2C(C)=O)cc1 (configuration not stated)	105	105	98	111	118	108	98	120
CCC(C)C1(C2CCCC2)NC(=O)NC1=O (configuration not stated)	98&97	99	92	94&101	121&115	103&107	97&99	107&107
Cc1cn(-c2cc(NC(=O)c3cncc(C#Cc4cnc5ccc(O[C@@H]6CCOC6)nn45)c3)cc(C(F)(F)F)c2)cn1	-29*	-18*	-36*	-36*	-75*	-25*	-52*	-96*
COc1cc(C2Cc3ncccc3-c3[nH]c(=O)c4cccnc4c32)cc(OC)c1OC (configuration not stated)	46	16	12	31	23	42	16	41
CC[C@@H](C[C@H](CCO)c1ccccc1)c1cc2ccccc2o1	nt	78	nt	98	107	93	117	98
CCN(CC)CC#CCOC(=O)[C@]1(C)CCC[C@]2(C)[C@H]3C[C@H]4C(C(C)C)=C[C@]3(CC[C@H]21)[C@@H]1C(=O)OC(=O)[C@@H]14	83	73	94	107	nt	97	92	91
CC(=O)c1cc(Nc2cc(C)[n+](C)c(N)n2)cc(C(C)=O)c1	111&114	91&95	49&55	92&101	nt	99&99	85&103	105&101
COc1cccc2sc(NCN3N=C(C)CC3=O)nc12	99	96	92	113	106	107	99	111
CC12CCC(C(NC(N)=S)C1=O)C2(C)C (configuration not stated)	92	106	92	116	108	108	98	98
CC(C)CSc1nc(NNC(N)=O)c(C#N)c(-c2ccccc2)n1	101	105	106	98	96	103	104	80
NC(=O)C1(N2CCCC2)CCN(Cc2ccccc2)CC1	118	101	87	104	102	nt	100	107
Cc1ccccc1C(=O)NNC(=O)c1n[nH]c(=O)c2ccccc12	101	126	110	92	nt	113	94	82
CCC(OC(C)=O)c1ccccc1 (configuration not stated)	nt	105	95	107	105	100	99	nt
COc1ccc(/C(C)=N\NC(N)=S)cc1OC	63	95	93	101	73	104	90	87
CCN(CC)CCOCC(=O)Nc1c(C)cccc1Cl	95	98	91	101	99	93	108	nt
COc1cc2ncnc(Nc3ccc(F)c(Cl)c3)c2cc1OCC(=O)N1CCCC1	93	100	79	94	11	91	100	97
Cc1cccc(Cl)c1NC(=O)Nc1cccc(C#N)c1	93	87	88	109	101	106	89	81
Nc1nc(CSCC(=O)N/N=C/c2ccccc2F)nc(Nc2ccccc2F)n1	96	97	105	98	105	80	93	87
[2H]c1c(C([2H])([2H])CC)[nH]c(=S)[nH]c1=O	94	100	93	111	103	94	96	101
COc1ccc(/C=C2\Oc3cc(C)c(Cl)c(C)c3C2=O)cc1	55	nt	nt	86	92	97	70	105
CC(=O)OC(C(=O)O)c1ccccc1 (configuration not stated)	118	108	104	105	104	nt	nt	122
COC(=O)CC[C@@H](C)[C@H]1CC[C@H]2[C@@H]3CC[C@@H]4C[C@H](O)CC[C@]4(C)[C@H]3CC[C@]12C	98	107	95	102	92	104	89	92
COCOc1cc2oc(C(=O)N[C@@H](Cc3ccccc3)C(=O)C(=O)NCCc3ccc(OC)cc3)c(C)c(=O)c2cc1OCOC	103	99	78	89	92	96	90	104
O=C(/C=C/c1cc([N+](=O)[O-])ccc1Cl)c1ccccc1	72	24	nt	86	58	99	21	86
CCCc1cccc(C)c1O	103	94	106	105	123	96	91	93
CC1CCCc2c1nc1ncnc(N)c1c2-c1ccc(Cl)cc1 (configuration not stated)	60	75	136	93	80	85	95	116
CC1(c2ccc(N)cc2)c2[nH]c3ccccc3c2C(C)(c2ccc(N)cc2)c2[nH]c3ccccc3c21 (configuration not stated)	83	77	76	71	105	85	74	106
Fc1cccc(Cl)c1/C=N/Nc1nc(N/N=C/c2c(F)cccc2Cl)nc(N2CCOCC2)n1	71	57	72	89	75	95	71	101
OCC1C2C=CC(C2)C1CO (configuration not stated)	153	112	79	103	98	104	111	99
CC1=NN(c2cccc(Cl)c2)C(=O)/C1=C\c1coc2ccc(Br)cc2c1=O	101	107	89	106	100	113	101	106

Further compounds follow:
SMILES	T-47D	K-562	SR	MDA-MB-231	MDA-MB-468	HS 578T	MCF7	BT-549
COc1ccc(Nc2cc(C)nc(NCc3ccccc3)n2)cc1	63	5.2*	1.0*	-18*	50	60	11	98
O=C(Nn1cc(C(=O)c2ccccc2O)cc(-c2ccccc2)c1=O)c1ccncc1	86	102	nt	102	107	101	100	98
Cc1ccc(C2=C(CN)C(O)N=C(Sc3cc(O)c(O)cc3C)N2)cc1 (configuration not stated)	81	90	90	113	116	109	101	95
COC(=O)c1c(C)[nH]c2c3c(c(OCCC#N)cc12)[C@H]1C[C@@H]2[C@@]4(C)CCCC(C)(C(=O)OC)[C@@H]4CC[C@@]32C=C1C(C)C (some centres not stated)	83	101	109	105	91	97	90	114
O=c1nc(N[C@@H]2C[C@H](CO)[C@@H](O)[C@H]2O)[nH]c(=O)[nH]1	103	106	107	100	109	99	100	103
O=C1Nc2ccccc2Cc2ccccc21	99	91	83	129	107	103	105	96
Cc1cc(=O)[nH]c(N/N=C\c2c(Cl)cccc2Cl)n1	107	99	100	103	103	120	92	102
COc1ccc(C(=O)c2sc3nc(-c4cccnc4)cc(-c4ccc(OC)c(OC)c4)c3c2N)cc1	74	84	64	80	107	91	89	84
O=C(/C=C/C=C/c1ccccc1)c1ccc(Nc2nc(Nc3ccccc3)nc(Nc3ccccc3)n2)cc1	28	67	67	73	nt	65	62	88
CN1C(=O)/C(=C\c2cnc(-c3cccnc3)s2)c2ccccc21	97	105	107	101	109	88	85	106
O=C(O)/C=C/c1cn(-c2ccccc2)nc1-c1ccccc1	100	87	76	88	106	86	86	93
Cn1c(=O)c2[nH]c(SC/C(=N/O)c3ccc([N+](=O)[O-])cc3)nc2n(C)c1=O	104	98	98	110	97	106	92	110
CCCCCCCCOc1ccc(/C=N/Nc2cc(C)nc3ccc(Cl)cc23)cc1	56	-53*	-23*	-59*	-50*	47	-70*	111
Brc1ccc(-c2nnc3c4[nH]ccc4ncn23)cc1	58	80	82	44	104	94	76	94
CCOC(=O)c1nnnn1CC(=O)c1cc(OC)c(OC)c(OC)c1	90	99	111	112	114	102	97	95
Nc1nccnc1Cl	98	92	77	113	106	nt	107	108
Cc1cccc(C)c1[C@@H]1C[C@](C)(O)[C@H]2CC[C@H](C)C[C@@H]2O1	101	112	103	105	95	108	100	112
CC1=C(C#N)C2=Nc3cccc4cccc(c34)N2C(=O)C1	66	85	86	75	70	90	74	80
CCOC(=O)n1ccn(C)c1=S	-28*	103	94	117	103	132	102	99
O=C(Nc1ccc2cc3ccc(NC(=O)NC4CCCCC4)cc3nc2c1)NC1CCCCC1	82	17	-0.9*	101	105	36	47	75
C/C(=C\C(=O)c1cccc([N+](=O)[O-])c1)c1cccc([N+](=O)[O-])c1	66	92	70	93	87	84	90	nt
COc1ccc(-c2nc3ccc(-c4nnc(SCC(=O)Nc5ccc(C(=O)/C=C/c6ccccc6)cc5)o4)cc3[nH]2)cc1	42	55	48	78	81	92	50	62
NC(N)=Nc1ccc(Cc2ccc(N=C(N)N)cc2)cc1	108	102	102	86	90	92	91	109
Cc1cc(N=NC(=N)N)c(C(C)C)cc1NN=C(N)N	85	92	104	98	78	nt	90	81
